# Screening results as filed in PubChem BioAssay.
# PPARg SRC2 recr: agonists of PPARg-SRC-2 recruitment, primary screen, biochemical, HTS; Peroxisome proliferator-activated receptor gamma (Homo sapiens), P37231; PPARgamma LBD-SRC-2 recruitment; activation, % at 8 µM; 200,000 compounds, 0.34% hits; AID 1032, 2008; in the data active = activation above about 22%;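 also: 0% = vehicle and 100% = reference agonist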
# Redox H2O2 prof: compounds producing H2O2 with reducing agent – biochemical, NIH compound library profiling, artefact control for MLSCN library redox annotation, primary screen | activation, % at 10 µM | DTT-dependent redox cycling H2O2, phenol red/HRP absorbance; 100% = 100 µM peroxide control, 0% = buffer | 200,000 compounds, 0.03% hits;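 active = activation of at least 50% relative to the plate's high and low controls in the primary single-dose screen; inactive = activation below 50%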;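 also: compound incubated with DTT at 0.8 mM final as the reducing agent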
# S1P3 antagonist: S1P3 receptor antagonists, primary screen, cell-based; CHO S1P3 NFAT-BLA reporter, FRET fluorescence, antagonist mode; inhibition, % at 4.98 µM; 170,000 compounds, 0.27% hits; AID 485, 2006;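 active = inhibition above the plate cutoff, the mean inhibition of test wells on that plate plus 3 SD, cut at about 28% in these data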;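 also: cells challenged with S1P at its EC80 of 0.8 µM; blue over green emission ratio from cleaved BLA substrate after 4 h stimulation; 0% = S1P-stimulated wells and 100% = unstimulated DMSO-only wells; some compounds past the cut are filed as inactive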
# bIAP activator: bovine intestinal alkaline phosphatase activators, primary screen, biochemical, bovine IAP, CDP-star luminescence; alkaline phosphatase, intestinal [Bos taurus]; purified bovine IAP, 30 min; active compounds read high; fold of DMSO-control signal, blank-subtracted; activation factor at 20 µM; 200,000 compounds, 0.17% hits; AID 1016, 2008;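 active = activation factor of 2 or more at 20 µM, a signal rise over negative controls twice the positive control's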
# L major viab: Leishmania major promastigote growth inhibition, primary screen. Leishmania major promastigotes, resazurin fluorescence viability. 200,000 compounds, 9% hits. AID 1063, 2008. inhibition, % at 10 µM; in the data active = inhibition above about 50%;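 also: promastigotes grown with compound for 44 hours at 28 °C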
# PPARg SRC1 recr: PPARgamma agonists recruiting SRC-1 coactivator, primary screen, biochemical. Peroxisome proliferator-activated receptor gamma (Homo sapiens), P37231. PPARgamma-SRC-1 coactivator recruitment biochemical assay. activation, % at 8 µM. 200,000 compounds, 0.41% hits; in the data active = activation above about 19%;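 also: 0% = DMSO and 100% = reference agonist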
# PPARg SRC3 recr: PPARgamma agonists recruiting SRC-3 coactivator, primary screen, biochemical; Peroxisome proliferator-activated receptor gamma (Homo sapiens), P37231; biochemical PPARgamma/SRC-3 coactivator recruitment assay; activation, % at 8 µM; 200,000 compounds, 0.26% hits; AID 731, 2007; in the data active = activation above about 23%;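 also: 0% = DMSO and 100% = reference agonist; some compounds past the cut are filed as inactive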
# ROMK primary: ROMK potassium channel modulators, primary screen, cell-based, thallium flux, MLSMR library; Tet-inducible ROMK, thallium flux fluorescence; actives lie on both sides; 130,000 compounds, 2% hits; B-score at 10 µM; ATP-sensitive inward rectifier potassium channel 1 (Homo sapiens), P48048;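 active = signal ratio slope over the read window, or its plate-corrected B-score, at least 3 SD from the plate mean, either direction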;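 also: B-score of the F/F0 ratio slope over 7 to 12 s after thallium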
# TLR4 MyD88 comp: inhibitors of TLR4-MyD88 association in cells, primary screen, cell-based, HeLa CL3-4, BLA complementation, FRET ratio | Toll-like receptor 4 (Homo sapiens) + Myeloid differentiation primary response protein … | HeLa CL3-4 TLR4/MyD88 BLA complementation | inhibition, % at 8.4 µM | 200,000 compounds, 0.18% hits | AID 861, 2007; in the data active = inhibition above about 25%;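 also: 0% = vehicle and 100% = reference inhibitor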
# Target sequence (O00206 whole entry, looked up): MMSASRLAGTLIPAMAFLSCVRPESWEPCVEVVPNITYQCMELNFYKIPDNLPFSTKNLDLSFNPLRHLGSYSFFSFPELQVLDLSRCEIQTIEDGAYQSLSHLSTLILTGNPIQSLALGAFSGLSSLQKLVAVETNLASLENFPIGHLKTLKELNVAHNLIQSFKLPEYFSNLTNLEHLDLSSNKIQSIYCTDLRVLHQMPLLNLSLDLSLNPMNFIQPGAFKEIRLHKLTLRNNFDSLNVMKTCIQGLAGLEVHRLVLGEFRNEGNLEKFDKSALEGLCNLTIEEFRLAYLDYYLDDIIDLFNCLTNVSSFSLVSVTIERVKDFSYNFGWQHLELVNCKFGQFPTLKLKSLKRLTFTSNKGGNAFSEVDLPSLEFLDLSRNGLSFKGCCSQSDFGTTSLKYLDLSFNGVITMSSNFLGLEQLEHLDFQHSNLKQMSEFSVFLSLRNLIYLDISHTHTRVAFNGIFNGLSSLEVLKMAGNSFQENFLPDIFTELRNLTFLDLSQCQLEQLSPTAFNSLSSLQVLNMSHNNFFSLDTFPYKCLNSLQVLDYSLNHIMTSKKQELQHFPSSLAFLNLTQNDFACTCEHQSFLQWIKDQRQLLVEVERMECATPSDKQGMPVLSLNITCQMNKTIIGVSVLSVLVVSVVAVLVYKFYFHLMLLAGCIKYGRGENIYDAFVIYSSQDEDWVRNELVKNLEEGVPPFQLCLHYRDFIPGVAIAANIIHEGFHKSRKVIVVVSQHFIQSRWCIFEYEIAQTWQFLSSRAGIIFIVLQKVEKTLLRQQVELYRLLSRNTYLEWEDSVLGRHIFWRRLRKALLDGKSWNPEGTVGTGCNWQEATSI
# Target sequence (Q99836 whole entry, looked up): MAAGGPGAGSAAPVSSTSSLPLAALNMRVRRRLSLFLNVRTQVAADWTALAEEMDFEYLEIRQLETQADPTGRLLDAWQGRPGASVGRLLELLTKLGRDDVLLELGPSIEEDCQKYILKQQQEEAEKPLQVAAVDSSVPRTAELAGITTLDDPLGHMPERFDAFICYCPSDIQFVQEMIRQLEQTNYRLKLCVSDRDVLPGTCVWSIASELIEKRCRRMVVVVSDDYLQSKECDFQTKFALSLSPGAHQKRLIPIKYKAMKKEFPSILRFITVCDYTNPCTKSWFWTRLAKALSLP
# TR-FRET SRC-2 ct: TR-FRET signal artefacts, primary screen, artefact control for PPARgamma SRC-2 agonist project, biochemical; TR-FRET artefact counter-screen; active compounds read high; TR-FRET ratio at 8 µM; 200,000 compounds, 0.4% hits; in the data active = TR-FRET ratio above about 2000; also: inactives centre near 1500
# bIAP inh: bovine intestinal alkaline phosphatase inhibitors, primary screen, selectivity assay for TNAP inhibitor project, biochemical, bovine IAP, CDP-star luminescence; AID 1019, 2008; 190,000 tested, under 10 active; purified bovine IAP, 30 min; inhibition, % at 20 µM;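 active = over 50% inhibition of intestinal alkaline phosphatase at 20 µM in the single-dose screen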
#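 System: purified bovine intestinal alkaline phosphatase (IAP) enzyme; Input: IAP diluted 1/65,000,000 in the well; Measured by: CDP-star luminescence signal; Compound dosing: 20 µM single dose; Incubation: 30 min reaction at room temperature.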
# * marks the source's active call; other numbers are inactive results; · = not tested or not shown. Outcome played no part in choosing rows; overall some 11% were active at least once.
SMILES,PPARg SRC2 recr,Redox H2O2 prof,S1P3 antagonist,bIAP activator,L major viab,PPARg SRC1 recr,PPARg SRC3 recr,ROMK primary,TLR4 MyD88 comp,TR-FRET SRC-2 ct,bIAP inh
CCC(=O)N1CC(C)C(=O)Nc2ccccc21 (stereo not given),0.0,1.1,-10.8,1,-3.3,3.1,3.3,0.999,2.1,1640,-3.9
COCc1nnc(NC(=O)CSCc2ccccc2)s1,-3.5,1.9,·,1,-3.7,-7.1,-7.1,·,-10.4,1441,4.0
CC(C)c1ccc(NC(=O)C(=O)c2cn(CC(=O)N3CCCCC3)c3ccccc23)cc1,6.9,1.9,-9.0,1,2.8,0.6,0.5,0.707,-10.6,1423,4.7
O=C(O)CN1CCc2ccccc2C1,-5.1,-1.4,0.0,1,5.0,-7.6,-3.5,·,-6.4,1481,0.7
CCn1nc(CC(=O)Nc2nnc(CC(=O)N3CCCC3)s2)c2ccccc2c1=O,0.1,-0.3,·,1,-4.5,12.3,-5.7,-0.142,-5.4,1589,-3.0
COc1ccc(-n2c(SCC(=O)NCc3cccs3)nnc2-c2ccoc2C)cc1,-4.3,1.6,-3.9,1.1,5.4,-2.7,-4.2,-1.11,10.4,1639,-6.4
COc1ccc(S(=O)(=O)N2CCC(C(=O)NCCC3=CCCCC3)CC2)cc1C,8.1,0.0,·,1.1,8.2,9.0,3.3,·,-0.9,1579,-12.9
COc1ccc(NC(=O)c2c3c(nc4ccccc24)CCN(Cc2ccccc2)C3)c(OC)c1,0.8,-0.9,-4.5,1.1,1.8,3.3,-1.5,-0.15,2.2,1585,-12.6
CC(C)NC(=S)NN=C1CCCCCCCCCCC1,-0.3,-1.1,-6.4,1,18.9,-0.8,-2.9,0.268,10.2,1457,1.4
Cc1nonc1CN(C)C(=O)CC1C(=O)NCCN1Cc1cccc(C(F)(F)F)c1 (stereo not given),-2.6,-0.9,2.0,1.1,-8.1,5.5,-0.7,-0.0647,1.6,1393,-14.9
OC(CNCC#Cc1ccccc1)c1ccccc1 (stereo not given),-0.8,-0.5,-6.2,1,-1.7,4.0,-0.9,-0.103,1.5,1591,-0.8
COc1ccc(C(=O)NC=C2C(=O)OC(C)(C)OC2=O)cc1,4.3,-1.4,-11.0,1,-10.8,7.2,3.9,-0.872,-9.4,1470,2.1
CCCCn1cnc2cc(C)c(C)cc21,3.1,-1.1,-27.9,0.9,5.2,3.1,-1.7,-1.14,-2.4,1627,14.6
CCOc1ccc(C2N(c3ccc(F)cc3)C(=O)C3CCCN32)cc1 (stereo not given),2.0,-1.2,-9.2,1.1,-4.4,-7.2,6.7,·,2.1,1430,-5.7
CCn1c(-c2ccc(N(C)C)cc2)nc2ccccc21,-15.9,2.8,14.4,0.8,96.9*,3.1,-4.2,·,4.1,1618,15.5
CC(C)(C)c1ccc(C(=O)c2c[nH]c(C(=O)NCCc3ccccn3)c2)cc1,-0.9,-1.8,-13.4,0.9,-4.2,-7.3,-5.1,-1.08,1.2,1434,6.0
Nc1n[nH]c2cc(=O)n(-c3ccc(Cl)cc3)nc12,-0.7,-0.6,-9.2,0.9,1.1,0.9,4.1,-1.47,3.5,1610,6.3
O=C(Nc1ccccc1)C1CCCCC1,-2.6,1.2,·,1.1,-4.2,-11.1,4.1,0.638,9.9,1218,-8.6
O=C(C1CC1)N1CCc2cc(S(=O)(=O)NC3CCN(Cc4ccccc4)CC3)ccc21,-0.3,-0.2,9.6,1,59.3*,-2.4,-13.7,-0.3,8.7,1543,0.2
COc1ccc(C)cc1NC(=O)COC(=O)C1CCN(C(=O)c2ccc(Cl)cc2)CC1,3.5,-1.1,-40.0,1.1,-1.4,6.9,1.4,-0.0173,8.8,1655,-11.7
Cc1cc(C)c(NC(=O)C2CC(=O)N(c3ccc4c(c3)OCCO4)C2)c(C)c1 (stereo not given),7.8,-0.1,·,1.1,-2.2,7.1,3.5,·,-7.9,1592,-14.6
O=S(=O)(Nc1nc2ccccc2[nH]1)c1ccc2ccccc2c1,6.5,0.0,·,0.7,48.3,0.4,1.8,-1.81,-5.7,1586,29.8
COc1cc(OC)cc(C(=O)NCC(=O)N2CCCCC2)c1,4.5,2.9,-11.7,0.9,-10.3,-1.1,-5.0,·,3.9,1467,8.0
Cc1cc(C(=O)CSCCCn2c(=O)[nH]c3ccccc32)c(C)n1C,6.5,2.6,0.2,1,1.3,0.7,-1.5,·,11.0,1484,-2.8
CC(O)CNCc1cccc2ccccc12 (stereo not given),5.7,0.4,·,0.9,-2.8,-1.8,-1.1,-0.683,-14.5,1661,6.0
CCCCn1nnnc1NCc1cc(OC)c(OC)c(OC)c1,-0.3,2.0,-3.9,0.9,-7.6,0.9,3.8,-0.000589,4.6,1428,5.0
N#CCC(=O)NC(=O)NCC1CC1,1.6,0.7,6.1,0.9,-6.6,2.5,0.9,0.571,-2.6,1571,14.2
Cn1c(=O)cc(OCC(=O)NCc2cccs2)c2ccccc21,2.6,-1.3,-13.7,0.9,4.5,7.0,2.7,·,4.6,1499,13.6
O=C(/C=C/c1ccco1)OCC1CCCN2CCCCC12 (stereo not given),16.6,0.8,-17.9,1,-2.4,1.6,2.0,-0.527,-10.3,1654,1.9
O=C(c1ccc(F)cc1)N(C(=O)c1ccc(F)cc1)c1ncccn1,-7.0,-1.9,-9.2,1,15.2,-1.3,-2.2,0.432,9.9,1451,0.4
COc1ccc2c(c1)c1ncn(Cc3ccco3)c(=O)c1n2C,16.5,-1.1,36.4,1,7.3,8.5,11.9,-1.21,2.5,1819,4.0
Brc1ccc(/C=N/c2nc3ccccc3n2CCN2CCOCC2)cc1,2.0,0.0,5.2,1,-3.1,-3.3,1.9,-1.27,-6.6,1687,0.0
O=C(Nc1ccc(Cl)cc1)Nc1nnc(CSc2ccc(Cl)cc2)s1,6.6,0.2,-7.0,0.7,-3.2,4.5,-5.6,·,-3.4,1543,27.7
Cc1onc(-c2ccccc2Cl)c1C(=O)N1C=CC(C(F)(F)Cl)=NCC1,-0.7,-3.9,·,0.9,1.7,-0.5,-2.7,·,-5.9,1629,6.6
Cc1ccccc1CSc1nc(-c2ccccc2)cc(=O)[nH]1,2.1,0.4,-10.8,1.4,-4.1,2.1,3.3,·,3.9,1533,-36.6
O=S(=O)(Nc1nc2ccccc2nc1Cl)c1ccccc1,11.1,0.1,-15.5,0.9,-0.2,2.3,8.1,·,-2.4,1755,6.0
CCn1c(/C=N/Nc2ccc(C(=O)O)cc2)nc2ccccc21,12.8,0.2,-30.4,1,-7.3,8.8,3.6,·,-4.0,1749,1.5
O=S(=O)(/N=C(/c1ccc(F)cc1)N1CCCCC1)c1ccc(Cl)cc1,0.2,0.2,-4.5,0.7,-2.3,-1.4,-2.3,-0.197,4.9,1476,26.8
CC(=O)NC12CC3CC(C1)CC(C(=O)OCC(=O)Nc1ncc(Cl)c(C)c1Cl)(C3)C2,-2.1,-0.2,-29.5,0.8,-7.1,4.6,1.2,·,-3.5,1854,22.0
CCCNC(=O)CSc1nccn1Cc1ccco1,-5.9,-0.2,-29.5,1,5.4,-11.2,-2.1,·,-2.3,1261,0.3

# Exported with tabs: five of the compounds above
SMILES	PPARg SRC2 recr	Redox H2O2 prof	S1P3 antagonist	bIAP activator	L major viab	PPARg SRC1 recr	PPARg SRC3 recr	ROMK primary	TLR4 MyD88 comp	TR-FRET SRC-2 ct	bIAP inh
Brc1ccc(/C=N/c2nc3ccccc3n2CCN2CCOCC2)cc1	2.0	0.0	5.2	1	-3.1	-3.3	1.9	-1.27	-6.6	1687	0.0
O=C(Nc1ccc(Cl)cc1)Nc1nnc(CSc2ccc(Cl)cc2)s1	6.6	0.2	-7.0	0.7	-3.2	4.5	-5.6	·	-3.4	1543	27.7
CC(=O)NC12CC3CC(C1)CC(C(=O)OCC(=O)Nc1ncc(Cl)c(C)c1Cl)(C3)C2	-2.1	-0.2	-29.5	0.8	-7.1	4.6	1.2	·	-3.5	1854	22.0
Cc1onc(-c2ccccc2Cl)c1C(=O)N1C=CC(C(F)(F)Cl)=NCC1	-0.7	-3.9	·	0.9	1.7	-0.5	-2.7	·	-5.9	1629	6.6
O=S(=O)(/N=C(/c1ccc(F)cc1)N1CCCCC1)c1ccc(Cl)cc1	0.2	0.2	-4.5	0.7	-2.3	-1.4	-2.3	-0.197	4.9	1476	26.8

# Continuation:
SMILES,PPARg SRC2 recr,Redox H2O2 prof,S1P3 antagonist,bIAP activator,L major viab,PPARg SRC1 recr,PPARg SRC3 recr,ROMK primary,TLR4 MyD88 comp,TR-FRET SRC-2 ct,bIAP inh
Cc1nn(CC2CC2)c(=O)n1N(C)c1ncc(C(F)(F)F)cc1Cl,-1.9,0.0,0.8,1.2,74.1*,7.4,-4.7,-0.0735,7.7,1369,-16.9
CCN(CC)S(=O)(=O)c1cccc(NC(=O)/C=C/c2ccc([N+](=O)[O-])cc2)c1,4.0,1.0,1.7,0.8,-1.7,3.6,0.7,·,2.3,1750,20.1
Cc1ccc(C(=O)NCCc2nnc3ccc(SCC(=O)Nc4ccccc4C)nn23)cc1,3.1,-0.2,-12.4,0.9,-3.9,-2.8,1.1,0.221,-5.1,1624,5.8
O=C(NC1CC1)c1ccc(C2SCC(=O)N2Cc2ccccc2)cc1 (stereo not given),10.6,-0.8,10.7,1.1,2.4,13.4,1.9,-0.0762,-22.6,1561,-14.7
Cc1ccsc1C(=O)OCc1nc2ccccc2c(=O)[nH]1,-4.4,0.1,·,1,-0.3,-5.3,-6.0,0.0512,-4.8,1444,-1.6
COc1ccccc1NC(=O)CN1CCC(n2c(C)nc3cc(F)ccc32)CC1,7.6,-0.1,11.5,1,31.7,7.9,12.8,·,-0.7,1711,0.1
COc1ccccc1NC(=O)CC1C(=O)NCCN1C(=O)Nc1ccc(Cl)c(Cl)c1 (stereo not given),10.0,0.4,16.4,1,67.5*,2.8,-6.5,·,-9.6,1634,-4.1
O=C(NNC1=Nc2cccc3cccc1c23)c1ccc(Br)cc1,6.3,0.2,-26.0,1.4,82.1*,15.7,8.9,-3.4*,-3.7,1651,-37.5
COC(=O)CCC(=O)Nc1cccc(Cl)c1,3.9,2.9,16.4,1.1,-3.6,-0.9,-1.1,·,-3.8,1590,-8.9
CCCn1c(SCC(=O)NCc2ccco2)nnc1C(C)C,4.5,1.5,-25.7,1,-6.8,-7.8,-7.5,·,-6.8,1599,-1.6
Cc1ccc(NC(=O)Nc2ccc(F)cc2F)c(OC(F)F)c1,5.9,-0.4,14.1,1.1,-0.2,5.0,5.6,-0.00313,2.4,1627,-8.5
COc1cc(NC(=S)NCc2ccco2)cc(OC)c1,-9.1,3.9,·,0.8,15.6,-5.2,11.2,·,-1.1,1573,16.3
